Source: PubChem BioAssay (several laboratories)
K1F lysis inhibition: protection from phage-mediated lysis, alamar blue read-out – E. coli UTI89, K1F phage, bacterial capsule biogenesis inhibitors (AID 488966) | E. coli UTI89 K1F phage lysis, alamar blue, 2 h; higher % means a stronger effect | 0.02% of 340,000 active | inhibition, % at 100 µM, or IC50 in µM where a hit was titrated;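 active = phage lysis inhibition, versus mean bacterial control, above a set limit; inconclusive = no clear call, values can overlap the other calls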;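 note: capsule biogenesis inhibitors block K1F phage lysis so surviving cells raise fluorescence; higher fluorescence means more inhibition of phage lysis; actives were called in the ten point dose series up to 300 µM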
Salmonella PhoP GFP: PhoP-dependent GFP reporter repression – Salmonella Typhimurium, primary screen (AID 1863) | S. Typhimurium PhoP-regulated promoter GFP reporter, 4 h; higher % means a stronger effect | inhibition, % at 50 µM; hits with a dose series show IC50 in µM | 0.16% of 300,000 active;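 active = inhibition over 29.93%, a cutoff 3 SD above the screen mean, later confirmed by dose response; inconclusive = inhibition over 29.93% but no dose response follow-up; inactive = inhibition at most 29.93% or unconfirmed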;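 note: 0% = low Mg2+ inducing control and 100% = high Mg2+ repressing control; strong numbers were not always called active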
TNAP activation fold: stimulation of alkaline phosphatase TNAP activity – biochemical, luminescent, no phosphate acceptor, uHTS, primary screen (AID 1001); purified TNAP, luminescent activation assay, no phosphate acceptor; higher activation fold means a stronger effect; 0.03% of 200,000 active; activation fold at 20 µM, or EC50 in µM where a hit was titrated; in the data active = activation fold from about 3, or a potency from the dose series; inactive = the rest, 99 in 100 with activation fold below about 1.6; note: many of its hits are not listed in these tables
T cell HTS: T cell immune modulation candidate | 2C CD8+ T cell-vesicle binding, flow cytometry; active compounds read low | calls only at 7 µM | 0.068% of 330,000 active | AID 2052;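 active = response, share of CD8 T cells binding vesicles, and their 90th percentile fluorescence all below set limits, cut at about 80% in these data, passing the limit was not always enough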
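Incubation: binding step 1.5 h, 37 °C, antibody labelling 20 min, ice; system: murine 2C transgenic CD8+ T lymphocytes; technique: cytometric PE anti-B7-1 and Alexa647 anti-CD8 signals after 1% paraformaldehyde fixation; also added: QL9-charged Drosophila Ld/ICAM-1/B7-1 vesicles; control set: naked versus QL9-loaded vesicles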
NTR1 agonist: agonists of NTR1, primary screen, imaging, U2OS cells, beta-arrestin-GFP, high content (AID 493036); NTR1-U2OS beta-arrestin-GFP spot imaging, agonist mode; activation, % at 20 µM; 0.17% of 330,000 active;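 active = activation at or above 40% of the spot to cytoplasm intensity ratio, with at least 20 cells analyzed; inconclusive = wells under 20 cells, flagged as cytotoxic or low count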;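 note: 0% = DMSO without peptide and 100% = 100 nM NTR1 peptide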
Target sequence (P30989 whole entry, looked up): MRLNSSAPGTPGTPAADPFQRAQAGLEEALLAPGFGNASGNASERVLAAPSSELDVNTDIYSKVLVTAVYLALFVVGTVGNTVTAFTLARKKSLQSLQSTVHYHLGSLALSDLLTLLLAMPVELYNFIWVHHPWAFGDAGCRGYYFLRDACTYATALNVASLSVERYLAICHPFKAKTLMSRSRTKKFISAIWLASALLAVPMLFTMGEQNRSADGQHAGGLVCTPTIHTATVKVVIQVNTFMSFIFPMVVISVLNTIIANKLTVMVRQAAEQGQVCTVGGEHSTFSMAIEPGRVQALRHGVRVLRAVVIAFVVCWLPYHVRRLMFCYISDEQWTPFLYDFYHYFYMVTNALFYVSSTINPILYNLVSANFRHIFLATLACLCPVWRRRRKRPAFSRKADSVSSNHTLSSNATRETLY
SV40 large T antigen: SV40 large T antigen inhibitors, biochemical (AID 1903); SV40 large T antigen ATPase/helicase inhibition assay; higher % means a stronger effect; inhibition, % at 20 µM; hits with a dose series show IC50 in µM; 0.39% of 310,000 active; in the data active = a potency from the dose series; inconclusive = inhibition mostly from about 32% at the one dose, without a potency; inactive = the rest, 99 in 100 with inhibition below about 32%; note: strong numbers were not always called active
RSV antiviral HEp-2: RSV antiviral activity via CPE protection, HEp-2 cells, primary 10 µM value included (AID 2391); HEp-2 cells, RSV-induced CPE inhibition; higher % means a stronger effect; one-dose CPE inhibition, % at 10 µM; IC50 in µM for titrated hits; 0.13% of 310,000 active; in the data active = a potency from the dose series; inconclusive = CPE inhibition mostly from about 23% at the one dose, without a potency; inactive = the rest, 99 in 100 with CPE inhibition below about 21%; note: strong numbers were not always called active
MgcRacGAP inhibition: MgcRacGAP GTPase-activating activity inhibitors, confirmation, biochemical, ADP Hunter fluorescence | MgcRacGAP-stimulated Rac1 GTP hydrolysis, ADP Hunter fluorescence; higher % means a stronger effect; GST-tagged Rac1 F28L mutant substrate | one-dose inhibition, % at 30 µM; IC50 in µM for titrated hits | 0.6% of 340,000 active | AID 624330;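 active = first-screen hits whose inhibition reached a set limit at any dose in the follow-up dose series; inconclusive = inhibition above the set first-screen limit but never retested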;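 note: fluorescence reports GDP produced by GAP-driven GTP hydrolysis; strong numbers were not always called active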
Myeloid diff 2: compounds promoting myeloid differentiation; ER-HoxA9 myeloid progenitors, lysozyme-GFP differentiation, flow cytometry; calls only at 10 µM; 1% of 360,000 active;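 active = normalized GFP-positive differentiation at or above the plate's own cutoff, the solvent-only control mean plus 3 SD; inconclusive = no clear call, values can overlap the other calls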;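 note: cells exposed to compound for four days before flow analysis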
T cell HTS vesicle-bound %: further read-out of T cell HTS, marked with its call; double positive events, %; measured here: CD8+ vesicle-bound cell fraction;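 binding gate set so that unloaded-vesicle control wells show 10% double positive cells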
NTR1 agonist cell count 20 µM: recorded beside NTR1 agonist, whose call it bears; cell count; measured here: cell count, cytotoxicity flag
Myeloid diff 2 GFP+ MAC1+ %: also measured in Myeloid diff 2; calls as there; GFP+ MAC1+ double positive, %; measured here: differentiation confirmed by MAC1 staining
Numbers without * were called inactive; i = inactive; ? = inconclusive; · = no result given; [ ] = remark or other dose.

SMILES	K1F lysis inhibition	Salmonella PhoP GFP	TNAP activation fold	T cell HTS	T cell HTS vesicle-bound %	NTR1 agonist	NTR1 agonist cell count 20 µM	SV40 large T antigen	RSV antiviral HEp-2	MgcRacGAP inhibition	Myeloid diff 2	Myeloid diff 2 GFP+ MAC1+ %
CNC(=O)CSc1nc2ccccc2c(=O)n1-c1cc(OC)ccc1OC	-0.2%	-5%	·	i	48	0.4	61	24%	-1.9%	-8%	i	0.5
CC(C)Cn1c(N)c(C(=O)COC(=O)c2ccc(F)cc2)c(=O)n(C)c1=O	-0.4%	0%	1.1	i	13	3.7	47	10%	10%	5%	i	0.6
O=C(O)c1cn(-c2ccc(F)c(F)c2)c2c(F)c(F)c(F)c(F)c2c1=O	1.5%	-18%	1	i	39	0.1	58	17%	6.1%	4%	i	0.9
COCc1cc(=O)[nH]c(/N=C(\N)Nc2ccc(Oc3ccccc3)cc2)n1	0.1%	-17%	1.3	i	30	0.7	53	19%	-0.1%	3%	i	2.2
O=C(NNS(=O)(=O)c1cc(Cl)cc(Cl)c1)c1sccc1-n1cccc1	-0.1%	-2%	1.1	i	44	-0.6	95	9%	1.6%	4%	i	0.2
CCN1CCCC1CNC(=O)c1cc(S(=O)(=O)N(C)C)ccc1Cl (centres undefined)	0.1%	-5%	·	i	24	-0.5	50	15%	0.9%	6%	i	0.7
O=C1CNC(=O)/C1=C\N1CCCCC1	3.0%	-1%	1.1	i	11	0.2	28	2%	0.2%	3%	i	1.7
COc1cccc2cc(/C(=N/O)c3ccccc3)oc12	-0.1%	0%	1.1	i	51	2.8	39	6%	11%	10%	i	0.5
CCc1ccccc1NC(=O)C1CCCN(c2ncnc3onc(-c4ccc(F)cc4)c23)C1 (centres undefined)	0.1%	-7%	·	i	30	-0.6	53	4%	1.0%	3%	i	2.1
CCOC(=O)c1ccccc1N1C(=O)C2Sc3[nH]c(=O)sc3C(/C=C/c3ccccc3)C2C1=O (centres undefined)	-4.2%	-9%	1.1	i	33	-0.7	62	18%	3.4%	10%	i	2.1
O=C(CSc1nc2ccccc2o1)Nc1ccc(Cl)cc1	0.6%	5%	1	i	26	1.6	73	16%	2.4%	6%	i	0.6
COc1ccc(CC2(C)OC(c3ccc(C)c([N+](=O)[O-])c3)=NN2C(C)=O)cc1 (centres undefined)	-1.1%	-7%	·	i	44	1.2	65	6%	12%	5%	i	0.9
CCCCn1c(N)c(N(CC(C)C)C(=O)c2ccc(-c3ccc([N+](=O)[O-])cc3)o2)c(=O)[nH]c1=O	-1.6%	-3%	·	i	33	-0.8	45	16%	-2.9%	4%	·	·
Cn1c(N)cc(=O)n(Cc2ccccc2)c1=O	-0.5%	3%	1.1	·	·	1.7	73	13%	1.7%	2%	i	0.9
COc1ccc(CCNC(=O)Cc2cc(OC)c(OC)cc2Br)cc1OC	0.6%	-11%	1	i	42	0.4	29	7%	1.2%	8%	i	0.2
CC1CC1C(=O)OCC(=O)Nc1cccc([N+](=O)[O-])c1 (centres undefined)	-1.0%	7%	1.1	i	8	0.2	39	3%	2.8%	7%	i	0.2
CC(=O)N/C(=C/c1ccc2c(c1)OCO2)C(=O)O	0.1%	1%	1	i	59	-0.7	42	12%	0.7%	6%	i	0.1
C/C(=N\NC(=O)c1cccc2ccccc12)c1cccnc1	0.0%	·	·	·	·	1.0	65	·	·	7%	i	0.3
Cc1onc(C(=O)NCc2ccccn2)c1[N+](=O)[O-]	0.2%	4%	1.1	i	60	-2.4	75	22%	0.2%	3%	i	0.2
CCOc1cc(NS(=O)(=O)c2ccc(Cl)cc2)c(OCC)cc1NC(=O)CC(C)C	3.9%	2%	1	i	32	3.5	76	-2%	·	-3%	i	3.6
O=C1CCCN1CC(O)CS(=O)(=O)Cc1ccccc1Cl (centres undefined)	0.3%	-4%	·	i	19	-1.1	100	-2%	0.1%	9%	i	0.4
CCOC(=O)N1CCN(S(=O)(=O)c2ccc3c(c2)CC(C)N3C(C)=O)CC1 (centres undefined)	0.1%	7%	·	i	25	-0.5	71	-9%	0.6%	6%	i	0.0
COc1ccc(-n2ccnc2CN2CCN(C3CCCC3)C(CCO)C2)cc1 (centres undefined)	0.1%	-2%	1	i	23	-1.3	52	13%	-0.9%	6%	i	0.0
COc1ccc2cc(/C=C3\SC(=S)NC3=O)c(N3CCOCC3)nc2c1	-5.2%	-7%	0.9	i	32	0.6	53	17%	18%	10%	i	0.6
COC(=O)CSc1nnc(C)n1-c1cccc(OC)c1	0.6%	0%	1	i	42	0.4	89	-4%	0.9%	-9%	i	1.2

Quoted from the listing.
O=C1CCCN1CC(O)CS(=O)(=O)Cc1ccccc1Cl (centres undefined) in Myeloid diff 2 GFP+ MAC1+ %: 0.4
CC1CC1C(=O)OCC(=O)Nc1cccc([N+](=O)[O-])c1 (centres undefined) in NTR1 agonist: 0.2

Next section.
SMILES	K1F lysis inhibition	Salmonella PhoP GFP	TNAP activation fold	T cell HTS	T cell HTS vesicle-bound %	NTR1 agonist	NTR1 agonist cell count 20 µM	SV40 large T antigen	RSV antiviral HEp-2	MgcRacGAP inhibition	Myeloid diff 2	Myeloid diff 2 GFP+ MAC1+ %
Cc1cc(C)cc(NCc2cc3c(cc2[N+](=O)[O-])OCO3)c1	0.3%	8%	0.9	i	39	0.7	40	0%	3.4%	8%	i	6.2
Cc1cc(C)cc(N2CC34C=CC(O3)C(C(=O)OCC(=O)NCc3ccco3)C4C2=O)c1 (centres undefined)	0.1%	17%	1.1	i	28	0.2	75	9%	0.0%	6%	i	0.6
COC(=O)[C@@]12CCCCN1[C@H](c1ccc(-c3cc(C(C)=O)cs3)cc1)[C@H]1C(=O)N(C)C(=O)[C@H]12	1.0%	·	·	i	21	5.9	68	12%	5.9%	7%	?	·
Nc1cnn(Cc2ccccc2F)c1	-0.5%	4%	1.1	i	28	3.0	34	11%	-0.2%	0%	i	0.5
CCc1ccccc1NC(=O)Nc1ccon1	0.1%[50 µM]	5%	·	i	58	0.1	52	5%	0.9%	5%	i	1.0
Cc1cc(C(=O)CSc2nnc(-c3cccs3)o2)c(C)n1-c1ccccc1	-0.2%	-12%	1.1	i	56	4.3	89	23%	-1.9%	-7%	i	4.4
Oc1ccc(C[C@H]2CNCCN2CCC23CC4CC(CC(C4)C2)C3)cc1	?	10%	·	i	53	11	92	19%	45%	9%	i	2.1
COc1ccc(OC)c(S(=O)(=O)N2CCC3(CC2)CC(=O)c2ccccc2O3)c1	0.2%[50 µM]	-6%	·	i	49	1.4	70	9%	2.5%	9%	i	0.8
CC(Oc1cc2oc(=O)c3c(c2cc1Cl)CCCC3)C(=O)NCc1ccncc1 (centres undefined)	-0.4%	-3%	·	i	50	1.4	60	12%	14%	-32%	i	1.1
CCOC(=O)Cn1cc(C#N)c(=O)[nH]c1=O	0.4%	0%	·	i	21	-0.7	43	56%	2.0%	5%	i	0.7
O=C(N/N=C/c1c(F)cccc1Cl)c1ccc(Cn2cc(Br)cn2)o1	1.4%[50 µM]	6%	1	i	41	0.2	76	16%	0.4%	5%	i	0.2
COCc1ccc(-c2c(-c3ccsc3)sc3ccccc23)cc1	0.2%	·	·	i	42	4.3	43	·	1.9%	6%	i	1.5
CC(C)N1CCC2(CC1)Oc1ccc(Br)cc1C1CC(c3cccnc3)=NN12 (centres undefined)	1.0%	13%	·	i	24	1.8	31	0%	2.7%	-2%	i	0.8
O=C(O)CNC(=O)C1COc2ccccc2O1 (centres undefined)	0.7%	-8%	1.1	i	38	0.5	55	5%	0.4%	10%	i	0.4
O=C(Nc1nnc(CC(=O)N2CCOCC2)s1)C1COc2ccccc2O1 (centres undefined)	-0.3%	2%	1.2	i	32	-2.1	51	3%	0.9%	4%	i	0.0
CCn1c(=O)c(C(=O)NCCc2ccc(OC)c(OC)c2)c(O)c2ccccc21	0.0%[50 µM]	0%	·	i	33	5.2	79	3%	16%	-4%	i	0.3
Cc1nn(-c2ccccc2)c2c1c(C)c(CCC(=O)NCC1CCCO1)c(=O)n2C (centres undefined)	-0.1%	-8%	·	i	12	1.9	62	8%	7.4%	-20%	?	·
CCOc1cc(CN2CCN(C(=O)c3cccc4ccccc34)CC2)ccc1OC	-1.4%	10%	·	i	50	-0.9	60	6%	1.9%	29%	i	0.6
COC(=O)c1ccc(NC(=O)c2cccc(C)c2)cc1	-0.7%	5%	·	i	46	-0.7	46	5%	2.1%	16%	i	0.4
CS(=O)(=O)c1ccc(NS(=O)(=O)c2ccc(Cl)c(C(=O)NCc3ccco3)c2)cc1	0.3%[50 µM]	·	·	i	16	-2.0	111	·	0.7%	-3%	i	0.8
CCn1cc(/C=C(\NC(=O)c2ccccc2Cl)C(=O)N2CCOCC2)c2ccccc21	0.2%	-7%	·	i	25	-0.1	47	0%	3.6%	10%	i	0.7
O=C(CSc1nnc(CNC(=O)c2ccccc2F)o1)Nc1cccc(C(F)(F)F)c1	0.1%	8%	·	i	20	0.0	59	4%	1.2%	·	i	0.8
Fc1ccccc1Cn1nnc(-c2ccc3c(c2)OCO3)n1	0.1%	-5%	1.1	i	29	-1.6	85	2%	9.5%	1%	i	1.3
COc1ccc(Cl)cc1C(=O)Nc1ccc(Br)c(C)n1	-1.3%	-7%	1.1	i	67	11	40	6%	5.0%	-1%	i	0.0
O=C(CSCc1ccccc1F)NCc1ccc(F)cc1	0.0%	-3%	1	i	19	-0.1	54	-7%	0.3%	7%	i	0.3
CCOC(=O)N1CCN(C(=O)c2ccc3c(=O)n(-c4ccccc4F)c(=S)[nH]c3c2)CC1	0.0%	4%	1.1	i	40	1.0	61	6%	7.1%	-4%	i	0.6
CCOC(=O)c1c(NC(=O)CN2CCN(c3ccc(Cl)cc3)CC2)sc(C)c1C	0.6%	13%	1	i	38	2.1	53	2%	1.3%	8%	i	0.4
CCOC(=O)Cn1c(=NC(=O)CSC(C)=O)sc2cc(OC)ccc21	0.4%	-8%	1.1	i	37	2.9	57	12%	-0.2%	3%	i	0.6
